Screens deposited in PubChem by The Scripps Research Institute Molecular Screening Center.
PME-1 primary: PME-1 inhibitors via competitive probe labeling, primary screen, biochemical, fluorescence polarization, FP-Rh probe, HTS; Protein phosphatase methylesterase 1 (Homo sapiens), Q9Y570; recombinant PME-1; inhibition, % at 5.9 µM; 320,000 tested, 0.53% active; AID 2130, 2009;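 active means inhibition above the campaign mean of all compounds plus 3 SD, cut at about 26% in these data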;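 further: competitive labeling of PME-1 active site by serine hydrolase directed probe; 0% = PME-1 with DMSO and 100% = wells lacking PME-1 enzyme; inhibitors block probe labeling so polarization falls and inhibition rises; many of its hits are not listed in these tables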
Target sequence (Q9Y570 whole entry, looked up): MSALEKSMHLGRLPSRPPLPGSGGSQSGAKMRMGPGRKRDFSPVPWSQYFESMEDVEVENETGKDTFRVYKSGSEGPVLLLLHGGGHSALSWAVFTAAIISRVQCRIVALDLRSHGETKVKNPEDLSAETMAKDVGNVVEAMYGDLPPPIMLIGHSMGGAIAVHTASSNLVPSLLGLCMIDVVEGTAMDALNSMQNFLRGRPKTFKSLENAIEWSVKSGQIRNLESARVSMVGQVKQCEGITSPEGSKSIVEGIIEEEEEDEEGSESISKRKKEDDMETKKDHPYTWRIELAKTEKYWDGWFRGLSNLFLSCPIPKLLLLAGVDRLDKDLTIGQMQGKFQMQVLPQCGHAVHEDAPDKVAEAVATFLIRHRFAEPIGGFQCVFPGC
LYPLA1 counter: LYPLA1 inhibitors, primary screen, counter-screen for PME1 inhibitor project, biochemical, fluorescence polarization, FP-Rh probe ABPP. 320,000 tested, 0.16% active. Acyl-protein thioesterase 1 (Homo sapiens), O75608. recombinant LYPLA1. inhibition, % at 5.9 µM;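 active means inhibition above the mean of all tested compounds plus 3 SD, set per campaign, cut at about 14% in these data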;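 further: inhibitors block serine hydrolase probe labeling of LYPLA1 so polarization falls; 0% = enzyme with DMSO and 100% = wells lacking LYPLA1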
Target sequence (O75608 whole entry, looked up): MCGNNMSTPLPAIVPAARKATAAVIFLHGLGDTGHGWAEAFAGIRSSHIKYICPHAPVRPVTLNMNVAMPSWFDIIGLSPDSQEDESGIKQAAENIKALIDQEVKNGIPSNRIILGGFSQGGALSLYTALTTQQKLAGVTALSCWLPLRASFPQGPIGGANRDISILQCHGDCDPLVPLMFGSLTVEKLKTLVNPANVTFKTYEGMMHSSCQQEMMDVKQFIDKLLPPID
PAFAH1B3 inh: PAFAH1B3 enzyme inhibitors, primary screen, biochemical, fluorescence polarization, human. inhibition, % at 3.39 µM. Platelet-activating factor acetylhydrolase IB subunit alpha1 (Homo sapiens), Q15102. recombinant PAFAH1B3, FP-rhodamine probe. 340,000 tested, 0.28% active;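 active means inhibition above the screen-wide average of all tested compounds plus 3 SD, cut at about 25% in these data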;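 further: 0% = enzyme with DMSO only and 100% = wells lacking PAFAH1B3 protein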
Target sequence (Q15102 whole entry, looked up): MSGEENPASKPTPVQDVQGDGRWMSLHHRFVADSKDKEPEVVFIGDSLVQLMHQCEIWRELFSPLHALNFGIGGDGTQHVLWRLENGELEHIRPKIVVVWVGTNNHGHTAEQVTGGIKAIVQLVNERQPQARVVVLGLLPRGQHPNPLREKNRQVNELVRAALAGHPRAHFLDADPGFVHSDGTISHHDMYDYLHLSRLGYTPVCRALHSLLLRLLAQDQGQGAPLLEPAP
Fam108B counter: mouse Fam108B serine hydrolase inhibitors, primary screen, counter-screen for RBBP9 inhibitor project, biochemical, fluorescence polarization | AID 1947, 2009 | inhibition, % at 9.51 µM | recombinant Fam108B, FP-Rh probe fluorescence polarization | 300,000 tested, 0.33% active;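 active means inhibition above the screen mean inhibition plus 3 SD, computed separately per campaign, cut at about 18% in these data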;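 further: inhibitors lower polarization as less probe binds the enzyme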
PAFAH2 FP inh: PAFAH2 enzyme inhibitors, primary screen, biochemical, fluorescence polarization, human. Platelet-activating factor acetylhydrolase 2, cytoplasmic (Homo sapiens), Q99487. recombinant PAFAH2, FP-rhodamine activity probe. inhibition, % at 3.39 µM. 340,000 tested, 0.99% active. AID 492956, 2010;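 active means inhibition above the mean over all tested compounds plus 3 SD, cut at about 30% in these data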;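 further: inhibitors block probe labeling of enzyme so polarization drops; 0% = enzyme with DMSO and 100% = wells lacking PAFAH2 protein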
PAFAH1B2 inh: PAFAH1B2 enzyme inhibitors, primary screen, biochemical, fluorescence polarization, human; Platelet-activating factor acetylhydrolase IB subunit alpha2 (Homo sapiens), P68402; recombinant PAFAH1B2, FP-rhodamine activity probe; inhibition, % at 3.39 µM; 340,000 tested, 1.2% active;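 active means inhibition above the mean of all tested compounds plus 3 SD, cut at about 24% in these data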;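 further: 0% = enzyme with DMSO and 100% = wells lacking PAFAH1B2; many of its hits are not listed in these tables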
pPAFAH inh: pPAFAH enzyme inhibitors, primary screen, biochemical, fluorescence polarization, human. recombinant pPAFAH, FP-rhodamine probe fluorescence polarization. inhibition, % at 3.39 µM. 330,000 tested, 1.5% active;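 active means inhibition above the mean inhibition across the screen plus 3 SD, cut at about 25% in these data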;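 further: inhibitors block binding of the rhodamine activity-based probe so polarization drops; 0% = enzyme with DMSO and 100% = wells lacking pPAFAH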
GSTO1 inh: inhibitors of recombinant GSTO1, primary screen, counter-screen for RBBP9 inhibitor project, biochemical, fluorescence polarization. Glutathione S-transferase omega-1 (Homo sapiens), P78417. activity-based probe fluorescence polarization. inhibition, % at 5.96 µM. 300,000 tested, 1.1% active. AID 1974, 2009;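 active means inhibition above the campaign mean inhibition plus 3 SD, cut at about 35% in these data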;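 further: 0% = GSTO1-1 with DMSO and 100% = wells lacking GSTO1-1 enzyme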
PAD4 inh: human PAD4 inhibitors, primary screen, biochemical, fluorescence polarization, 1536-well format. inhibition, % at 6.36 µM. 330,000 tested, 0.41% active. recombinant PAD4, RCA probe fluorescence polarization;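 active means percent inhibition above a cutoff equal to the mean of all tested compounds plus 3 SD, cut at about 15% in these data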;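 further: 0% = PAD4 with RCA probe and DMSO and 100% = probe without PAD4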
An asterisk follows results filed as active; nt = no result given. The list is partial; rates above refer to the full screens.

SMILES,PME-1 primary,LYPLA1 counter,PAFAH1B3 inh,Fam108B counter,PAFAH2 FP inh,PAFAH1B2 inh,pPAFAH inh,GSTO1 inh,PAD4 inh
COc1ccc(C(=O)Nc2cc3c(cc2Cl)OCCCO3)cc1,2.1,-0.8,7.4,1.5,6.7,-1.1,2.8,-8.8,1.4
CCCCn1c(N)c(N(CC(C)C)C(=O)c2ccc(N3C(=O)CCC3=O)cc2)c(=O)[nH]c1=O,-1.1,0.8,4.7,0.6,-3.8,2.1,-3.0,-9.7,2.8
Cc1[nH]nc2c1C1(CCN(C(=O)c3ccccc3)CC1)C(C#N)=C(N)O2,-7.9,0.9,4.4,-4.6,0.9,2.3,-2.0,2.2,-6.0
CCCCn1c(N)c(N(CC)C(=O)C2=COCCO2)c(=O)[nH]c1=O,-1.3,-1.6,-3.4,0.1,-4.1,-1.5,1.0,-1.5,0.5
C/C(=N\OC(=O)c1ccc(Cl)cc1)c1sc(-c2ccccc2)nc1C,-3.3,0.1,3.4,-5.0,-10.2,-1.2,1.1,5.9,-6.4
COc1ccc(C(C)=O)cc1CSc1nnc(-c2ccc(Cl)cc2)n1-c1ccccc1,-2.3,-3.3,3.1,0.2,1.6,0.7,3.8,-7.2,0.1
NC(=O)C1CCN(C(=O)COc2cccc3cccnc23)CC1,-0.8,-1.1,6.8,-2.1,-0.4,1.3,5.2,3.8,-7.4
NC(=O)C1CCN(c2nc(-c3ccccc3F)cs2)CC1,nt,nt,5.6,nt,0.9,-3.9,2.3,nt,0.1
Cc1ccc(C)c(N2CCN(C(=O)c3csc(C)c3C)CC2)c1,5.0,1.1,0.0,2.3,1.8,-0.5,-0.8,-0.9,-2.5
Cc1nc2nc(-c3cccs3)[nH]c2cc1Br,-4.6,-2.4,-0.1,-9.2,15.6,4.9,-1.2,-8.2,4.0
Cc1cc(Cl)ccc1OCCCC(=O)N1CCCc2ccccc21,-3.5,-1.4,-5.4,2.4,3.6,7.8,1.9,4.1,-0.7
O=C(COc1ccc(Cl)cc1)NCc1nnc(SCC(=O)NC2CCCCC2)o1,-2.0,0.0,3.8,-1.1,-4.9,-2.4,0.5,-1.5,-2.1
CCc1cc2c(NCCC(=O)O)ncnc2s1,-7.0,-0.7,-8.7,2.5,4.9,0.3,5.6,-0.3,0.2
Cn1c(Cc2ccccc2)nnc1SCCC(=O)Nc1ccccc1,-4.5,-3.2,-1.7,-1.7,-6.3,-4.4,2.1,8.0,-0.3
O=C(Nc1nc2ccccc2[nH]1)c1cc2ccccc2o1,-26.5,0.8,0.4,0.8,3.1,-1.9,-0.1,-8.9,-4.5
COc1ccc2c(c1)C(C)=CC(C)(C)N2C(=O)CN1C(=O)CCC1=O,-2.4,1.6,4.2,-0.8,-6.0,-3.3,2.3,-6.9,-0.2
Cn1ccnc1SCC(=O)c1ccc2ccccc2c1,0.2,-3.6,-4.4,-7.9,-2.1,1.5,4.1,-9.5,-11.6
COc1ccc(/C=C/C(=O)Nc2cccc(C(C)=O)c2)cc1,-50.0,-7.8,2.2,3.5,-8.9,-3.6,-7.5,-4.0,2.7
Cc1nn(-c2ccc(N3CCCCC3)nn2)c(C)c1CCC(=O)Nc1cccc(F)c1,1.6,-0.4,0.3,1.9,-1.1,-0.5,1.9,-0.1,-0.6
O=C(Nc1ccccc1)C1=C[C@@H](C2CCCCC2)C[C@@H](OCc2ccc(CO)cc2)O1,-8.1,-3.6,2.6,-7.1,-4.9,4.0,6.2,-1.4,0.9
CC(C)(C)c1ccc(C(=O)Nc2nonc2-c2nc3ccccc3[nH]2)cc1,-2.8,-2.2,-2.7,-16.5,-6.8,-5.7,4.9,-6.4,-4.7
O=C(CNS(=O)(=O)c1cccc2nsnc12)NCCc1ccccc1,-1.1,-1.2,8.3,-0.6,8.6,1.9,1.9,3.3,-1.3
CC1CCN(C(=O)CSc2nnc3c(n2)[nH]c2ccccc23)CC1,-0.6,-1.9,-0.4,-1.8,-3.0,-1.4,4.0,-3.7,-1.1
COc1cc(/C=N/NC(=O)NC23CC4CC(CC(C4)C2)C3)ccc1O,1.8,1.2,12.2,2.6,8.8,14.8,8.2,3.8,-1.8
Cc1c(Cl)cccc1NC(=O)c1cc(-c2ccco2)on1,-3.8,-7.3,-3.0,-2.9,-4.5,-0.1,12.6,-1.2,-6.2
CCCCCn1c(CNC(=O)CCC)nc2ccccc21,-5.8,-2.9,0.6,1.3,0.1,0.9,6.7,0.5,-3.6
O=C(/C=C/c1ccc(O)cc1)c1ccc(NC2=C(N3CCCCC3)C(=O)c3ccccc3C2=O)cc1,5.0,-1.5,53.8*,10.4,25.0,13.7,6.7,65.1*,9.5
N#CC1(NC(=O)COc2cc(F)ccc2[N+](=O)[O-])CCCCC1,3.5,-0.3,3.6,nt,8.1,7.5,1.4,nt,-4.4
COc1ccc(-c2nc(C(F)(F)F)c(OC)o2)cc1OC,-1.2,-4.5,-1.9,-5.1,1.7,1.2,2.1,2.1,-6.5
Cc1ccc(C(=O)Nc2nc(COc3ccccc3)cs2)s1,-6.8,-8.7,1.2,-11.5,-4.0,-2.9,-0.8,-1.9,2.4
Cc1cn(C)c(=O)n(C)c1=O,-5.9,1.5,3.9,2.5,-1.5,6.0,4.9,3.6,2.6
O=C1CC(Nc2ccccc2)C(=O)N1c1ccc(N2CCOCC2)cc1 (stereo not drawn),6.5,0.5,1.5,0.5,0.2,-1.5,0.6,9.8,0.8
Cc1cc(C(=O)OCC(=O)N(C)C2CCS(=O)(=O)C2)c(C)n1-c1ccccc1 (stereo not drawn),-8.7,2.9,2.5,0.2,-0.6,9.1,2.8,-0.6,-7.4
COc1ccc(-c2nnc(SCC(=O)N3CCCc4ccccc43)o2)cc1OC,4.4,0.0,2.5,-0.2,-5.4,1.1,7.4,-4.5,-0.6
CCCCN(C)CCCNC(=O)CN1C(=O)COc2ccc(S(=O)(=O)N3CCOCC3)cc21,-2.6,-3.6,1.1,4.0,-1.2,7.3,2.1,-8.7,-4.6
Cc1ccccc1-c1nc2cc(NC(=O)C3CC3)ccc2o1,-8.2,-5.9,3.6,-2.7,-6.6,-0.1,12.5,0.6,1.3
CC(C)CN(C(=O)CCC(=O)OCC(=O)c1ccc(F)c(F)c1)c1c(N)n(CC(C)C)c(=O)[nH]c1=O,-2.9,-3.6,-1.5,0.8,-3.1,-1.6,3.0,-1.6,-5.0
COC(=O)c1ccc(CNC(=O)COC(=O)CCC(=O)c2ccc(F)cc2)cc1,nt,nt,13.4,nt,0.4,4.3,6.6,nt,2.9
CC1CCCCN1Cc1ccc(N)cc1 (stereo not drawn),-0.4,2.2,3.9,-2.6,-0.6,4.3,5.1,-2.2,-2.0
CCCCc1ccc(NC(=O)COCC)cc1,-1.9,0.1,4.7,-3.6,-3.4,-0.6,3.3,18.2,3.8

Given with values under each structure: entries from further up
Results follow in this order: PME-1 primary	LYPLA1 counter	PAFAH1B3 inh	Fam108B counter	PAFAH2 FP inh	PAFAH1B2 inh	pPAFAH inh	GSTO1 inh	PAD4 inh
COC(=O)c1ccc(CNC(=O)COC(=O)CCC(=O)c2ccc(F)cc2)cc1
→ nt	nt	13.4	nt	0.4	4.3	6.6	nt	2.9
CC1CCCCN1Cc1ccc(N)cc1 (stereo not drawn)
→ -0.4	2.2	3.9	-2.6	-0.6	4.3	5.1	-2.2	-2.0

Returning to the listing, starting four compounds before the break.
SMILES,PME-1 primary,LYPLA1 counter,PAFAH1B3 inh,Fam108B counter,PAFAH2 FP inh,PAFAH1B2 inh,pPAFAH inh,GSTO1 inh,PAD4 inh
CC(C)CN(C(=O)CCC(=O)OCC(=O)c1ccc(F)c(F)c1)c1c(N)n(CC(C)C)c(=O)[nH]c1=O,-2.9,-3.6,-1.5,0.8,-3.1,-1.6,3.0,-1.6,-5.0
COC(=O)c1ccc(CNC(=O)COC(=O)CCC(=O)c2ccc(F)cc2)cc1,nt,nt,13.4,nt,0.4,4.3,6.6,nt,2.9
CC1CCCCN1Cc1ccc(N)cc1 (stereo not drawn),-0.4,2.2,3.9,-2.6,-0.6,4.3,5.1,-2.2,-2.0
CCCCc1ccc(NC(=O)COCC)cc1,-1.9,0.1,4.7,-3.6,-3.4,-0.6,3.3,18.2,3.8
CCCCC1OC2(C)OC(=N)C1(C#N)C(C#N)(C#N)C2c1ccccc1 (stereo not drawn),-1.8,1.4,4.2,2.4,7.2,8.4,11.5,4.8,8.8
O=C(O)c1ccc(NS(=O)(=O)/C=C/c2ccccc2)cc1O,-1.3,-0.8,2.8,2.6,-0.8,8.9,-1.5,6.2,0.2
O=C(NC1CC2CCCC(C1)N2C(=O)Nc1ccccc1F)C1CC1 (stereo not drawn),-2.5,4.2,7.0,-0.1,-4.7,-0.6,3.6,11.2,1.6
O=C1/C(=C/c2ccccc2Cl)SC(=S)N1CCCC(=O)N(CCO)c1ccccc1,5.2,-0.5,10.5,2.0,4.8,8.4,11.3,6.2,-7.7
CC(=O)N1CCN(C(=O)c2ccc(Cl)c(S(=O)(=O)N3CCc4ccccc43)c2)CC1,5.2,3.3,-5.9,nt,-2.6,1.3,4.8,nt,-7.2
CN(O)/C=C/C(=O)c1ccc(Br)cc1,-2.2,-1.0,nt,-1.6,nt,nt,8.9,0.0,0.1
NC(=O)NC(=O)CSc1nnc(-c2ccc(Cl)cc2)n1CC1CCCO1 (stereo not drawn),1.3,-2.9,8.2,0.0,-8.6,0.9,2.8,0.9,1.4
CCc1ccc(NC(=O)CCC(=O)Nc2nnc(C(F)(F)F)s2)cc1,-4.8,-2.8,10.8,3.9,1.5,3.4,2.0,10.1,-0.2
COc1ccc(CCC(C)Nc2ccccc2F)cc1 (stereo not drawn),-1.6,6.2,3.0,1.8,-0.4,0.0,0.3,5.7,0.9
CC(C)C(=O)Nc1ccc(C(=O)N2CCCCCC2)cc1,6.3,2.1,5.2,-0.6,4.6,1.9,3.5,8.7,4.0
COc1ccccc1C(=O)N/N=C(\C)CC(=O)Nc1ccc2c(c1)OCCO2,-0.5,0.4,15.0,-7.2,-9.1,0.2,-0.7,1.5,-1.4
CC(C)(C)c1ccc(O)c(/C=N\O)c1,5.6,-0.7,13.0,-2.6,8.4,13.2,7.2,0.8,-2.2
COc1ccc(N(CN2C(=O)c3ccccc3C2=O)C(=O)COc2ccc(Cl)cc2Cl)cc1,-5.8,-3.3,-3.0,3.2,11.4,-4.2,-5.0,-0.3,-2.6
